From PubChem
D3 ag: agonists of human D3 dopamine receptor | P35462 | D3R DiscoveRx beta-arrestin cells, luminescence, 90 min | max activation, % | 410,000 compounds, 0.58% hits; in the data active means max activation above about 30%; further: 0% is about no effect; mostly tested at two doses, the higher about 12 µM
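Cells at 1500/well, incubated overnight, then treated with pinned compounds (dopamine as control) for 90 min at 37 degrees C. DiscoveRx reagent added for 30 - 60 minutes at room temperature; luminescence read.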
GLP-1R inv ag: inverse agonists of human GLP-1 receptor; Potency, µM (top dose mostly 38.3 µM), without a hit: at the highest dose activity change, negative = inhibition, most hits filed as inhibitors; P43220; HEK293 GLP-1R CRE-luciferase, luminescence, 24 h; GLP-1R form is constitutively active; 410,000 compounds, 1.6% hits; AID 624417; further: potency means the concentration at half of the fitted maximal effect; on the % scale 0 is the no-effect control and ±100 the full control effect; nearly all actives have a fitted effect of over 55% in size
Target sequence (P43220 whole entry, looked up): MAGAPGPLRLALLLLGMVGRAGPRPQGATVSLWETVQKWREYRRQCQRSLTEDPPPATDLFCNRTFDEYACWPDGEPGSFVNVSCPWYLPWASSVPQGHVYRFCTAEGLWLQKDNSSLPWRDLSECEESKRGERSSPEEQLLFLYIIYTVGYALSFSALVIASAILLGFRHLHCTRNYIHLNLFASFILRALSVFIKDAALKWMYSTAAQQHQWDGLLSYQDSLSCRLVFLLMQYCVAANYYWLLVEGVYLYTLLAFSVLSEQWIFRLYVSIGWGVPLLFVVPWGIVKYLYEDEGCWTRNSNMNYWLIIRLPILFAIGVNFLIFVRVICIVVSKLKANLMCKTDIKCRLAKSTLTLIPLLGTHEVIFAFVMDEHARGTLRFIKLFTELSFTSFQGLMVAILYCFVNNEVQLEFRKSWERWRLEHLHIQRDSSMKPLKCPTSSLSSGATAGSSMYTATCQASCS
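HEK293 cells stably co-expressing a cAMP-responsive luciferase reporter and constitutively active GLP-1R were seeded, incubated 12 h, then exposed to compounds for 24 h at 37 C. Luminescence was read 12 min after detection reagent; inverse agonists lower signal.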
aSyn yeast inh: alpha-synuclein toxicity inhibition in yeast. Yeast expressing alpha-synuclein, growth rescue, BacTiter-Glo, 24 h. Potency, µM (top dose mostly 46.1 µM), inactives show top-dose growth rescue (activation), usual class: activators. 370,000 compounds, 0.14% hits; further: potency means the concentration at half of the fitted maximal effect; % of control where 0% means no effect; nearly all actives have a fitted effect of over 65% in size
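Galactose-induced alpha-syn yeast (OD600=0.02, raffinose-pregrown) + pinned cpd, 24 hr, 30 deg C; growth by BacTiter-Glo luminescence. Growth restoration scores as activation.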
PTHR1 agonist: agonists of human PTHR1 parathyroid hormone receptor | AID 743266 | HEK293 GP2 PTHR1 cells, GloSensor cAMP luminescence, 1 h | 410,000 compounds, 0.075% hits | Q03431 | Potency, µM (doses to about 115 µM), without a hit: at the top dose activation, usual class: activators; further: potency means the concentration at half of the fitted maximal effect; nearly all actives have a fitted effect of over 55% in size; some results filed as inactive show a strong effect at the top dose; inactives centre near -15; many of its hits are not listed in these tables
Target sequence (Q03431 whole entry, looked up): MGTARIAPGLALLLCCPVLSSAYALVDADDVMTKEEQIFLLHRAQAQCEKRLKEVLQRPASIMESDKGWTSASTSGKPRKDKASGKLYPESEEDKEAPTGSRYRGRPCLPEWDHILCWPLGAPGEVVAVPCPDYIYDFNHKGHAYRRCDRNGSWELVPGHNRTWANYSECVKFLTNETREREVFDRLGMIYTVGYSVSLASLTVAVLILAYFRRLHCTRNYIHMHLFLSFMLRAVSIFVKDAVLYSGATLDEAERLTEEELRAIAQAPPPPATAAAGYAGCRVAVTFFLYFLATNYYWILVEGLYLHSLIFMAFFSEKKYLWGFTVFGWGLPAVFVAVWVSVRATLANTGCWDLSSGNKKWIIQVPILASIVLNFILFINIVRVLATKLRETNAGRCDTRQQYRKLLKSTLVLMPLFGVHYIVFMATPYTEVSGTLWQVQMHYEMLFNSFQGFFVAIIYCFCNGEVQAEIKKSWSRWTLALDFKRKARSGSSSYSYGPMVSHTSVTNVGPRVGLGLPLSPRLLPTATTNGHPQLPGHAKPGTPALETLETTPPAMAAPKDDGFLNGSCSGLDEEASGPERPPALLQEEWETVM
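HEK-293-derived GP2 cells expressing PTHR1 and a GloSensor cAMP reporter, 3,000/well, plated overnight, given luciferin plus IBMX (each 0.5 mM as added) for 1 h at 37 °C, then compound for 1 h at 37 °C. Luminescence was read after 15 min at room temperature.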
D3 antag: blocks the human D3 dopamine receptor; P35462; D3R cells, DiscoveRx beta-arrestin luminescence, antagonist mode; stronger effect = lower value; max response, negative = inhibition, %; 360,000 compounds, 2.5% hits; AID 652054; in the data active means max response below about -50%; inconclusive means no clear call, values can overlap the other calls; further: on the % scale 0 is the no-effect control and ±100 the full control effect; mostly tested at two doses, the higher about 12 µM
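Cells expressing the human receptor were seeded at 1500 cells/well, incubated overnight at 37 degrees C in 5% CO2, then exposed to library compounds with dopamine controls for 90 minutes at 37 degrees C before luminescent detection.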
TDP43 rescue: rescues yeast growth from TDP-43 toxicity; AID 652104; 410,000 compounds, 1.8% hits; Potency, µM (top dose mostly 46.1 µM), inactives show at the highest dose growth rescue (activation), most hits filed as activators; TDP-43 expressing yeast growth rescue, BacTiter-Glo, 24 h; further: potency means the concentration at half of the fitted maximal effect; % of control where 0% means no effect; nearly all actives have a fitted effect of over 50% in size
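Yeast cells expressing TDP-43 under galactose induction are exposed to compounds for 24 hr at 30 deg C. BacTiter-Glo luminescence measures growth, so protective compounds score as activators.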
KB-V1 cytotox: kills drug-selected multidrug resistant KB-V1 cells; KB-V1 MDR cells viability, CellTiter-Glo, 72 h; AID 1347076; 400,000 compounds, 3.4% hits; Potency, µM (highest dose often 46.1 µM), without a hit: top-dose activity change, negative = cytotoxicity, hits mostly cytotoxic; further: potency means the concentration at half of the fitted maximal effect; on the % scale 0 is the no-effect control and ±100 the full control effect; nearly all actives have a fitted effect of over 60% in size
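KB-V1, DMEM (no phenol red) + 10% FBS; cpd pin-transferred, titration series; 72 h, 37 degrees C; CellTiter-Glo, luminescence. Data normalized, curve-fit.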
GLP1R ag: GLP-1 receptor (human) agonism. P43220. HEK293 GLP-1R CRE-luciferase, luminescence, 4-6 h; cells express a hypersensitive GLP-1R form. Potency, µM (titrated, usually from 45.6 µM), inactives show at the top dose activation, most hits filed as activators. 380,000 compounds, 0.007% hits; further: potency means the concentration at half of the fitted maximal effect; % of control where 0% means no effect
GLP1R cytotox: cytotoxic in the GLP-1 receptor inverse agonist counter-screen; HEK293 cAMP-luciferase reporter cells, luminescence, 24 h; Potency, µM (series often up to 38.3 µM), for inactives: at the top dose activity change, negative = inhibition, actives largely listed as inhibitors; 410,000 compounds, 0.13% hits; AID 624418;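 further: loss of luciferase light is scored as toxicity; potency means the concentration at half of the fitted maximal effect; on the % scale 0 is the no-effect control and ±100 the full control effect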
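A 23 nL compound transfer followed 12 hours of cell culture at 37 deg C; exposure then lasted 24 hr. Luciferase assay detection reagent was dispensed and plates read for luminescence after a 12 min room-temperature wait.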
Starred values were filed as active, the others as inactive; i = inactive; ? = inconclusive; . = no result given; & = joins results of further samples; [ ] = dose if it differs, or a comment. Unless noted, the call rests on the fitted dose curve; in most records, active means well fitted curve in the direction sought with a large enough effect; inconclusive means small, poorly fitted or top-dose-only effect, or another doubt; inactive means no such curve, though single readings can be large; an effect the other way counts as inactive or inconclusive.

Codes – A = D3 ag; B = GLP-1R inv ag; C = aSyn yeast inh; D = PTHR1 agonist; E = D3 antag; F = TDP43 rescue; G = KB-V1 cytotox; H = GLP1R ag; I = GLP1R cytotox
CCOc1ccc(S(=O)(=O)Nc2ccc(OC)nc2)cc1
  A = 1; B = -6%; C = 0%; D = -32%[inhibitor]; E = 1; F = -19%; G = -1%; H = 4%; I = 2%
CC1=CC(=O)C(C(C)C)=C/C1=N/OS(=O)(=O)c1ccccc1
  A = 1; B = ?; C = -73%[inhibitor]; D = -13%; E = -79*; F = -92%[inhibitor]; G = 21µM*; H = -15%; I = ?
N#C/C(=C\c1ccc(O)c(O)c1)C(=O)NCCc1ccccc1
  A = 8; B = ?; C = 3%&0%&2%; D = -6%; E = -23; F = ?; G = ?; H = ?; I = -26%
Cc1cc(NC(=O)c2ccc(Cn3nc(C)c(Br)c3C)o2)no1
  A = -18; B = -6%; C = 2%; D = 12%[57.5 µM]; E = -23; F = ?; G = ?; H = 0%; I = -7%
Cc1cc(-c2nnc(CCC(=O)N(C)C(C)c3cccs3)o2)no1 (stereo not drawn)
  A = 1; B = -6%; C = 2%; D = -13%; E = 18; F = -2%; G = 2%; H = -2%; I = 2%
O=C(/C=C/c1cccs1)Nc1ccncc1
  A = 2; B = 33%[activator]; C = -6%; D = -21%; E = -23; F = 2%; G = 10%; H = 11%; I = 5%
CC1(C)C(=O)Nc2ccccc2N1C(=O)CN1C(=O)C(=O)N(C2CCCC2)C1=O
  A = 1; B = 12%; C = 9%; D = i; E = 20; F = -15%[9.22 µM]; G = -7%; H = 7%; I = 1%
CC(=O)N1CCC(N(C(=O)Nc2ccc(F)cc2)C2CCCC2)CC1
  A = -7; B = -6%; C = -1%; D = -8%; E = -27; F = -4%; G = -17%; H = 2%; I = -2%
C=CC[C@H](CC(=O)N[C@H](CO)Cc1ccccc1)C(=O)N[C@H](COC(=O)[C@@H](CC=C)Cc1ccc(F)cc1)Cc1c[nH]c2ccccc12
  A = 9; B = ?; C = 0%; D = -1%; E = 9; F = 7%; G = 27%; H = -1%; I = -7%
CCCc1nn2c(-c3ccccc3)nnc2o1
  A = -5; B = -18%; C = -4%; D = -4%; E = 10; F = 15%; G = 2%; H = -8%; I = -25%
COCCCN1C(=O)C(=O)/C(=C(/O)c2ccccc2)C1c1ccc2c(c1)OCO2 (stereo not drawn)
  A = -11; B = 1%; C = -6%; D = i; E = -24; F = -19%; G = 0%; H = 0%; I = -2%
O=S1(=O)N[C@@H](Cc2ccccc2)COc2cc(N3CCC[C@H]3CO)ccc21
  A = 1; B = -26%; C = 3%; D = -46%[inhibitor]; E = 20; F = 22%; G = -27%; H = -1%; I = -11%
CC(C(=O)N1CCN(Cc2ccc3c(c2)OCO3)CC1)c1ccc([N+](=O)[O-])cc1 (stereo not drawn)
  A = -3; B = ?; C = 5%; D = -20%; E = -15; F = 3%; G = ?; H = 7%; I = -21%
CCCc1cc(C(=O)N2CCN(S(=O)(=O)c3ccc(OC)c(OC)c3)CC2)cs1
  A = -5; B = 1%; C = 13%; D = -32%; E = -10; F = -6%; G = 5.2µM*; H = -1%; I = 2%
COc1cc(S(=O)(=O)N(Cc2ccc(C)cc2)Cc2ccco2)ccc1-n1cnnn1
  A = -20; B = -20%; C = -1%; D = i; E = ?; F = -12%; G = ?; H = 1%; I = 2%
CCCOc1ccc(Br)cc1/C=N/NC(=O)c1cc(OC)c(OC)c(OC)c1
  A = 6; B = 4%; C = 1%; D = -10%; E = 28; F = -14%; G = -5%; H = 2%; I = -13%
Cc1ccc(S(=O)(=O)c2cn(CC(=O)Nc3ccc4c(c3)OCO4)c3ccc(F)cc3c2=O)cc1
  A = 0; B = -27%; C = .; D = -20%; E = .; F = 0%; G = ?; H = 1%; I = 1%
NS(=O)(=O)c1ccc(-c2ccc(/C=C3\C(=O)Nc4cc(Cl)ccc43)o2)cc1
  A = -4; B = 4%; C = -1%; D = i; E = -15; F = 8%; G = 4%; H = 4%; I = -7%
CC12CC3CC(C)(C1)CC(C(=O)NC1=NCCS1)(C3)C2
  A = 17; B = ?; C = -12%; D = -3%[57.5 µM]; E = 4; F = ?; G = -15%; H = 20%; I = -7%
O=S(=O)(c1ccc2c(c1)OCCO2)N1CCN(c2cccc(Cl)c2)CC1
  A = -8; B = ?; C = 0%; D = i; E = -5; F = 15%; G = -22%; H = -7%; I = -8%
O=C1c2[nH]c3ccccc3c2CC1N1C(=O)c2ccccc2C1=O (stereo not drawn)
  A = 2; B = 13%; C = -5%; D = -28%; E = 26; F = 17%; G = 18%; H = 2%; I = 3%
CCOc1ccc(-c2noc(COC)n2)cc1OC
  A = 2; B = 43%[activator]; C = 1%; D = -4%[57.5 µM]; E = ?; F = 4%; G = -2%; H = 3%; I = -1%
O=C(CCCN1C(=O)/C(=C\c2cccs2)SC1=S)Nc1cccc(C(=O)O)c1
  A = -4; B = 15%; C = -3%; D = -40%[inhibitor]; E = 10; F = -26%; G = -11%; H = 2%; I = ?
COCCNC(=O)NC(=O)COC(=O)C12CC3CC(CC(NC(C)=O)(C3)C1)C2
  A = 3; B = 2%; C = 0%; D = i; E = 2; F = 6%; G = -7%; H = 1%; I = -4%
CCOC(=O)C1=C(COC(=O)CNC(=O)c2cc(OC)c(OC)c(OC)c2)NC(=O)NC1C (stereo not drawn)
  A = -18; B = 6%; C = -4%; D = 0%; E = 1; F = -15%; G = 0%; H = 14%; I = 7%
CCC1CCC(N2CCN(c3ccccc3F)CC2)CC1 (stereo not drawn)
  A = -15; B = -18%; C = -3%; D = -21%; E = -77*; F = -4%; G = 1%; H = -5%; I = -29%
C(=N\N=C\c1cccs1)/c1cccs1
  A = 0; B = 1%; C = 4%; D = -30%[inhibitor]; E = 9; F = 19%; G = -2%; H = 10%; I = 13%
COc1ccc(-c2noc(CSCC(=O)Nc3ccc(C)cc3Br)n2)cc1OC
  A = 0; B = -14%; C = .; D = -2%; E = .; F = 0%; G = .; H = .; I = -10%
COCCn1c(C)cc(/C=C2/NC(=O)N(c3cccc(Cl)c3)C2=O)c1C
  A = 3; B = -25%; C = 1%; D = -10%; E = -24; F = 5%; G = -1%; H = 0%; I = -8%
O=C(COC(=O)CC1CCCC1)Nc1ccc(Br)cc1F
  A = -2; B = 1%; C = -11%; D = i; E = 2; F = -33%[inhibitor]; G = -17%; H = 14%; I = 0%
CC(C)C(=O)Nc1cccc(C(=O)N2CCCCC2C)c1 (stereo not drawn)
  A = 0; B = 7%; C = ?; D = i; E = 26; F = -12%; G = -3%; H = 7%; I = -3%
Cc1ccc(C)c(NC(=O)c2nc(S(C)(=O)=O)ncc2N(Cc2ccc(C(C)(C)C)cc2)Cc2ccco2)c1
  A = -11; B = ?; C = .; D = i; E = .; F = -3%; G = -29%; H = .; I = 3%
CCc1ccccc1NC(=O)Cn1nnc(-c2cccs2)n1
  A = -3; B = 9%; C = -9%; D = 0%; E = 9; F = -6%; G = -23%; H = -10%; I = -26%
CN(c1ccccc1)S(=O)(=O)c1ccc(NC(=O)C2CC2)cc1
  A = 0; B = ?; C = 7%; D = i; E = -15; F = 11%; G = 0%; H = 10%; I = -15%
Cc1ccc(C)c(N2CCN(S(=O)(=O)c3c(C)nc4sccn4c3=O)CC2)c1
  A = 15; B = 12%; C = .; D = 0%; E = .; F = 21%; G = 30%; H = .; I = -7%
N#Cc1ccc(Cl)cc1NC(=O)CN1C(=O)C(=O)N(CCC2=CCCCC2)C1=O
  A = -8; B = 12%; C = 0%; D = -33%[inhibitor]; E = ?; F = -14%; G = -13%; H = -3%; I = 0%
O=C(Nc1cc(C(=O)N2CCOCC2)cc(C(=O)N2CCOCC2)c1)c1cc(F)c(F)cc1Cl
  A = -1; B = -5%; C = 2%; D = i; E = 15; F = 6%; G = -6%; H = -1%; I = -2%
O=C(CCn1cnnn1)Nc1ccc(F)cc1
  A = -5&8; B = 17%&8%; C = -5%; D = i; E = -16; F = 15%&15%; G = -6%; H = -5%; I = 5%&0%
CCc1ccccc1NC(=O)c1oc(=O)c2ccccc2c1-c1ccccc1
  A = 3; B = -17%; C = .; D = i; E = .; F = 22%; G = ?; H = .; I = 0%
Cc1ccc2nc(NC(=O)c3ccc(Cl)s3)sc2c1
  A = 0; B = 3%; C = -6%; D = -39%[inhibitor]; E = 6; F = ?; G = -27%; H = 2%; I = -29%
O=[N+]([O-])c1ccc(F)cc1OCc1nc(-c2cccs2)no1
  A = 2; B = 21%; C = 5%; D = -36%; E = -5; F = 23%; G = -5%; H = 14%; I = 9%
COc1ccccc1C(=O)OCc1cc(=O)n2nc(-c3cccs3)sc2n1
  A = 7; B = 7%; C = .; D = -23%; E = .; F = 7%; G = 6%; H = .; I = 4%
CC1CCN(c2cc(=O)n(C3CCCCC3)c(=O)[nH]2)CC1
  A = -5; B = 13%; C = -2%; D = -4%; E = 3; F = 22%; G = -11%; H = 2%; I = 0%
O=C(Cc1ccc(F)cc1)NC1CCCCCC1
  A = 5; B = -11%; C = 4%; D = i; E = 22; F = -20%; G = -6%; H = 0%; I = -1%

A different layout for part of the listing above.
| canonical_smiles | D3 ag | GLP-1R inv ag | aSyn yeast inh | PTHR1 agonist | D3 antag | TDP43 rescue | KB-V1 cytotox | GLP1R ag | GLP1R cytotox |
| --- | --- | --- | --- | --- | --- | --- | --- | --- | --- |
| CCCc1cc(C(=O)N2CCN(S(=O)(=O)c3ccc(OC)c(OC)c3)CC2)cs1 | -5 | 1% | 13% | -32% | -10 | -6% | 5.2µM* | -1% | 2% |
| COc1cc(S(=O)(=O)N(Cc2ccc(C)cc2)Cc2ccco2)ccc1-n1cnnn1 | -20 | -20% | -1% | i | ? | -12% | ? | 1% | 2% |
| CCCOc1ccc(Br)cc1/C=N/NC(=O)c1cc(OC)c(OC)c(OC)c1 | 6 | 4% | 1% | -10% | 28 | -14% | -5% | 2% | -13% |

Only part of the results is shown; the hit share may differ from the screen's.
